# DT40 TDP1 no CPT: qHTS for Inhibitors of human tyrosyl-DNA phosphodiesterase 1 (TDP1): qHTS in cells in absence of CPT; actives 15% (n = 420,000); AID 686978, 2013; Potency, µM (highest dose often 46.2 µM), inactives show top-dose activity change, negative = growth inhibition, most hits filed as inhibitors; DT40 Tdp1-/- hTDP1 cells, no CPT, ATP luminescence, 48 h; further: nearly all actives have a fitted effect of over 55% in size
#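 Stably hTDP1-transfected Tdp1-null chicken DT40 cells were treated with library compounds minus camptothecin and grown for at least 48 hr at 37 °C, after which cellular ATP was quantified by luminescence.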
# DT40 TDP1 CPT: DT40-hTDP1 cell growth loss with CPT | Potency, µM (top dose mostly 46.2 µM), for inactives: at the highest dose activity change, negative = growth inhibition, usual class: inhibitors | chicken DT40 Tdp1-/-;hTDP1 cells + 20 nM CPT, ATP luminescence, 48 h | actives 12% (n = 420,000); further: nearly all actives have a fitted effect of over 55% in size
#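 Chicken DT40 Tdp1-/- cells complemented with human TDP1, 400 cells/well, exposed to compounds plus 20 nM camptothecin for at least 48 h at 37 C; viability read as ATP content by CellTiter-Glo luminescence.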
# GCN5L2 inh: blocks human GCN5L2 histone acetyltransferase. Q92830. GCN5L2 HAT assay, ThioGlo1 CoA-SH fluorescence. Potency, µM (highest dose often 58.9 µM), for the others: at the top dose activity change, negative = inhibition, actives largely listed as inhibitors. actives 0.21% (n = 390,000). AID 504327
# Target sequence (Q92830 whole entry, looked up): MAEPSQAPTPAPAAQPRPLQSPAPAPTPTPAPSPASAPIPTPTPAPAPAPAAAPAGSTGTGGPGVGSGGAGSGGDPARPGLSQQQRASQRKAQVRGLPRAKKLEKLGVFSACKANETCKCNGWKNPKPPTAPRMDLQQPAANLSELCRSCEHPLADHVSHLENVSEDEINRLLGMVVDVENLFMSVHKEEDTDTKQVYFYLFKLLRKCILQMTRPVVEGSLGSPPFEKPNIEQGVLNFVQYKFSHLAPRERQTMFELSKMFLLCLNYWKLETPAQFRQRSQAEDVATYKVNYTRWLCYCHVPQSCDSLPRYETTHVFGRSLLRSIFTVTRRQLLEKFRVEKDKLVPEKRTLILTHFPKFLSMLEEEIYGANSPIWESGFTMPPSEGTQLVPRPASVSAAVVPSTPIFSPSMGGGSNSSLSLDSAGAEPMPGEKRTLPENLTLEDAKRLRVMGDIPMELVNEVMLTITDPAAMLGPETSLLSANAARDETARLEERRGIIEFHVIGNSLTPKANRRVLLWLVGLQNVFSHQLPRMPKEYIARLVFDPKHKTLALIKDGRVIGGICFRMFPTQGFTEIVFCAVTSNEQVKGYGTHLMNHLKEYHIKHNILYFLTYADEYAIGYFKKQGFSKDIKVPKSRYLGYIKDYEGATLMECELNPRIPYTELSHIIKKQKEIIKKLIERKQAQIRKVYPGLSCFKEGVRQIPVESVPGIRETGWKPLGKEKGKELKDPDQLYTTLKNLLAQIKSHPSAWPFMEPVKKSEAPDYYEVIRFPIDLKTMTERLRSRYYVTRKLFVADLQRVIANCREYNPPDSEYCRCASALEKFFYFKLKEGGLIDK
#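 Titration-based screen in which CoA formation is detected via maleimide probe ThioGlo1 (50uM) turning fluorescent on thiol reaction; substrates H3(1-25) 75uM and acetyl-CoA 70uM, GCN5L2 20nM, 20 min incubation at room temperature.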
# An asterisk follows results filed as active; u = inconclusive; x = no result given; [ ] = dose if it differs, or a comment. The call rests on the fitted dose curve; in most records, active means well fitted curve in the direction sought with a large enough effect; inconclusive means small, poorly fitted or top-dose-only effect, or another doubt; inactive means no such curve, though single readings can be large; an effect the other way counts as inactive or inconclusive. On the % scale 0 is the no-effect control and ±100 the full control effect; potency means the concentration at half of the fitted maximal effect.
# Results follow in this order: GCN5L2 inh | DT40 TDP1 no CPT | DT40 TDP1 CPT
- O=C(Nc1cccc2ccccc12)N(CCO)C1CCS(=O)(=O)C1 (centres undefined)
→ -18% | -8% | -6%
- COc1ccc(N/C=C(\C#N)S(=O)(=O)c2ccc(Cl)cc2)c(OC)c1
→ -6% | -22% | -9%
- OC[C@@H]1CN(Cc2cccs2)C[C@H](n2cnc3c(NCc4ccncc4)ncnc32)O1
→ x | -4% | 7%
- O=C(CSc1nc2sc3c(c2c(=O)[nH]1)CCCC3)Nc1ccccc1F
→ -1% | u | u
- Oc1ccc(N=Nc2ccccc2)cc1
→ 0% | u | u
- CCn1c(CNc2ccccc2Cl)nnc1SCCN1CCCCC1
→ 0% | 16µM* | 18µM*
- COc1ccc(CCNC(=O)CCNC(=O)c2ccc([N+](=O)[O-])cc2)cc1
→ -17% | -12% | -19%
- O=C(COC(=O)C1CCC1)Nc1ccccc1Sc1ccccc1
→ -8% | -12% | -23%
- COc1ccc2nc(/N=C/c3c(C)[nH]n(-c4ccc(C)cc4)c3=O)sc2c1
→ 1% | u | 13µM*
- CC(C)(C)c1ccc(C(=O)NCC(=O)N/N=C/c2cccs2)cc1
→ -8% | -40% | -25%
- CCOC(=O)N1CCN(C(=O)CSc2ccc(-c3ccc(OC)c(OC)c3)nn2)CC1
→ -24% | u | u
- Cc1ccc(NC(=S)N2CCN(Cc3ccccc3)CC2)cc1
→ -2% | -4% | -12%
- O=C(CSCc1ccc(Cl)cc1)N1CCOCC1
→ -2% | -8% | -5%
- CC1CCN(c2nc3c(S(=O)(=O)c4ccc(Cl)cc4)nnn3c3ccsc23)CC1
→ -15% | 16µM* | u
- O=C(CN(C(=O)CCC(=O)Nc1nccs1)c1cccc(C(F)(F)F)c1)NCC1CCCO1 (centres undefined)
→ -6% | u | 11%
- COc1cc(/C=N/NC(=O)c2cccc([N+](=O)[O-])c2)ccc1O
→ -7% | 5% | 1%
- NS(=O)(=O)c1ccc(CCNC(=O)c2coc3ccccc3c2=O)cc1
→ 2% | -14% | 2%
- OC1(CNCc2cn[nH]c2-c2cc3ccccc3o2)CCCCC1
→ 0% | u | -22%
- COC(=O)CC1Oc2ccc(Cl)cc2-n2cc(-c3ccc(C)cc3)nc21 (centres undefined)
→ 2% | 6.5µM* | 9.2µM*
- O=C1CNC(=O)/C(=C/c2cccs2)N1
→ -2% | 4% | 1%
- O=c1c2cc([N+](=O)[O-])ccc2nc(CN2CCN(c3ccccn3)CC2)n1-c1ccccc1F
→ -13% | 15µM* | u
- Cc1cc([N+](=O)[O-])cc2c1-c1ncccc1C2=Nc1ccccc1
→ -4% | -4% | -12%
- O=C(Nc1ccn(CCCNCc2ccccn2)c(=O)n1)OCc1ccccc1
→ x | 0% | 10%
- Cc1ccc(NC(=O)c2c(NC(=O)c3ccco3)sc3c2CCC(C(C)(C)C)C3)c(C)c1 (centres undefined)
→ -7% | 3% | -4%
- CCOC(=O)c1[nH]c(C)c(CCC(=O)Nc2cc(Cl)c(OC)cc2OC)c1C
→ -7% | u | u
- Cc1c(NC2=CC(=O)CC(C)(C)C2)c(=O)n(-c2ccccc2)n1C
→ -5% | -21% | 16%
- COc1ccccc1N1CCN(CCCNC(=O)C2CCCN(c3ncnc4c3nc3n4CCCCC3)C2)CC1 (centres undefined)
→ -12% | u | u
- Cc1ccc(NC(=O)CSc2nc(=O)n(CCN(C)C)c3c2CCCC3)c(C)c1
→ -2% | 5% | 4%
- COc1ccc(CCNC(=O)c2cnn3ccccc23)c(OC)c1OC
→ -7% | 23µM* | u
- c1ccc(-c2cc(-c3nnc4n3N=C(c3ccc5ccccc5c3)CS4)[nH]n2)cc1
→ -2% | u | u

# Copied from the list.
# Value of COc1ccccc1N1CCN(CCCNC(=O)C2CCCN(c3ncnc4c3nc3n4CCCCC3)C2)CC1 (centres undefined) in GCN5L2 inh: -12%
# Value of Oc1ccc(N=Nc2ccccc2)cc1 in GCN5L2 inh: 0%
# Value of Cc1ccc(NC(=O)CSc2nc(=O)n(CCN(C)C)c3c2CCCC3)c(C)c1 in GCN5L2 inh: -2%

# The listing picks up with the 4 entries that preceded the break.
# Results follow in this order: GCN5L2 inh | DT40 TDP1 no CPT | DT40 TDP1 CPT
- COc1ccccc1N1CCN(CCCNC(=O)C2CCCN(c3ncnc4c3nc3n4CCCCC3)C2)CC1 (centres undefined)
→ -12% | u | u
- Cc1ccc(NC(=O)CSc2nc(=O)n(CCN(C)C)c3c2CCCC3)c(C)c1
→ -2% | 5% | 4%
- COc1ccc(CCNC(=O)c2cnn3ccccc23)c(OC)c1OC
→ -7% | 23µM* | u
- c1ccc(-c2cc(-c3nnc4n3N=C(c3ccc5ccccc5c3)CS4)[nH]n2)cc1
→ -2% | u | u
- CCOc1ccccc1C(=O)NCC(=O)O
→ -11% | -1% | -2%
- Cc1ccc(S(=O)(=O)N2CCN(c3ncnc4c3cnn4-c3ccccc3)CC2)cc1
→ -9% | -17% | -1%
- CN(C(=O)c1ccc(NC(=O)Cc2cccc(NC(=O)C3CCCN(C(=O)C4CCC4)C3)c2)cc1)C1CC1 (centres undefined)
→ x | u | -18%
- CCc1ccc(NC(=O)C(=O)NCCc2csc(-c3ccc(C(F)(F)F)cc3)n2)cc1
→ 3% | u | -19%
- O=C(O)c1cccc(S(=O)(=O)Nc2ccccc2Oc2ccccc2)c1
→ x | 0% | -5%
- S=C(Nc1ccc(Cl)cc1)NC1CCCCC1
→ -4% | u | u
- COc1cc(N(C(=O)Cc2cccs2)C(C(=O)NC2CCCCC2)c2cccc(OC)c2OC)ccc1-n1cnnn1 (centres undefined)
→ -1% | 26µM* | 12µM*
- CCOC(=O)c1cnn(-c2ccccc2)c1-n1cccc1
→ -2% | -17% | -7%
- COc1cccc(CNCCSc2nnnn2C)c1OC
→ 2% | -1% | -9%
- COc1ccc(N(CC(=O)Nc2ccc(S(=O)(=O)N3CCOCC3)cc2)S(=O)(=O)c2ccccc2)cc1
→ -1% | 18µM* | 16µM*
- CC(Oc1ccc(F)cc1)C(=O)Nc1cc(S(=O)(=O)N2CCOCC2)ccc1N1CCCC1 (centres undefined)
→ 0% | 6% | -28%
- Cc1ccc(-n2c(SCC(=O)N3CCC(C(=O)O)CC3)nc3ccccc3c2=O)cc1C
→ -2% | -18% | u
- CCOc1ccccc1NC(=O)CSc1nc2[nH]ncc2c(=O)[nH]1
→ 0% | -18% | -2%
- C/C(=N\Nc1ccc(Cl)cc1)c1ccncc1
→ -7% | 0% | 4%
- COc1cccc(CC2(CO)CCCN(Cc3sc(N4CCCC4)nc3Cl)C2)c1 (centres undefined)
→ -8% | u | u
- O=C(NCCc1ccccc1)c1ccccc1C(F)(F)F
→ x | -5% | 1%
- O=C(O)C1CCCN1c1ncccn1 (centres undefined)
→ -4% | -1% | 1%
- C[C@@H]1CN([C@@H](C)CO)C(=O)CCCn2nncc2CO[C@H]1CN(C)C(=O)c1ccc(N2CCN(C)CC2)cc1
→ x | -7% | -15%
- CCOC(=O)C1CCN(CC(=O)N(CC(C)C)c2c(N)n(CC(C)C)c(=O)[nH]c2=O)CC1
→ -4% | 16% | u
- CCc1ccc(NC(=O)CSc2nc3nccnc3c(=O)n2CCc2c[nH]c3ccccc23)cc1
→ -2% | 4.1µM* | 8.2µM*
- NS(=O)(=O)c1ccc(NS(=O)(=O)/C=C/c2ccccc2)cc1
→ -3% | -16% | -17%
- O=C(Nc1ccc(Cl)cc1)N(CCCN1CCOCC1)Cc1cccs1
→ -4% | u | -23%
- Cc1oc2ncn(CC(C)C)c(=O)c2c1C(=O)N(Cc1ccccc1)C(C)C
→ 3% | u | -23%
- COc1ccc(C(C(=O)NC(C)(C)C)N(C[C@H]2CC[C@@H]([C@@H]3CC[C@H](CO)O3)O2)C(=O)c2ccccc2)cc1 (some centres undefined)
→ 2% | -8% | 1%
- Cc1cc(C(=O)NCC2CCC3(CCN(Cc4ccc(F)cc4)CC3)O2)n(C)n1 (centres undefined)
→ x | u | -4%[9.04 µM]
- CCCCC(=O)Nc1ccc2c(c1)nc1n2CCOC1
→ -1% | -10% | -16%
- COc1ccc(-c2coc3c(C(=O)NC4CCCCC4)cccc23)c(C)c1
→ x | u | u
- Cc1cc(C)nc(SCc2nnc(SCC(=O)Nc3ccc(Cl)c(C(F)(F)F)c3)o2)n1
→ -9% | 6% | 1%
- CC(=O)c1cccc(NC(=O)CN(C2CCCCC2)S(C)(=O)=O)c1
→ 0% | u | -17%
- Cc1nn(Cc2noc(C(=O)NCc3cccc(F)c3)n2)c(C)c1Br
→ -1% | -9% | 2%

# 2 of these compounds in another layout:
canonical_smiles | GCN5L2 inh | DT40 TDP1 no CPT | DT40 TDP1 CPT
CC(Oc1ccc(F)cc1)C(=O)Nc1cc(S(=O)(=O)N2CCOCC2)ccc1N1CCCC1 (centres undefined) | 0% | 6% | -28%
Cc1ccc(-n2c(SCC(=O)N3CCC(C(=O)O)CC3)nc3ccccc3c2=O)cc1C | -2% | -18% | u

# Following part
# Results follow in this order: GCN5L2 inh | DT40 TDP1 no CPT | DT40 TDP1 CPT
- O=C(Oc1ccc(Br)cc1)c1cccnc1
→ 0% | -14% | 23%
- Cc1cc(OC(=O)c2cccc(Br)c2)c([N+](=O)[O-])c(=O)[nH]1
→ -4% | -10% | -2%
- CN1CCN(c2ccc(CNC(=O)C3Cc4c(-c5ccc6c(c5)OCO6)ccnc4O3)cc2)CC1 (centres undefined)
→ x | u | -10%
- Cc1ccc(OCc2cn3cccnc3n2)cc1
→ -10% | -4% | -15%
- CCC1S/C(=N\S(=O)(=O)c2cccs2)N(C2CCCCC2)C1=O (centres undefined)
→ -3%[0.501 µM] | u | -13%
- CN(Cc1ccccc1)C(=O)CCCn1c(=O)[nH]c2cc(Cl)ccc2c1=O
→ 0% | u | u
- CC(=O)NC12CC3CC(C1)CC(C(=O)N(C)CC(=O)Nc1cccc(F)c1)(C3)C2
→ 3% | 23% | -1%
- COC(=O)c1cc(S(=O)(=O)Nc2nn(C)c3ccccc23)oc1C
→ -3% | -13% | 0%
- Nc1ccc(-c2nnc(-c3ccccc3)o2)cc1
→ u | -9% | 3%
- Cc1ccc(CN(C(=O)COc2ccc([N+](=O)[O-])cc2)C2CCS(=O)(=O)C2)o1 (centres undefined)
→ -3% | 11% | -4%
- Cc1ccc(O)c(CNc2ccccn2)c1
→ -6% | -20% | 4%
- COc1ccc(N/C=C/C(=O)c2ccccc2)cc1
→ -4% | u | -18%
- O=C(Nc1ncc2c(n1)-c1ccccc1OC2)c1ccc(F)cc1
→ -9% | -11% | 4%
- CCOc1ccc(NC(=O)CN2C(=O)S/C(=C/c3cccn3C)C2=O)cc1
→ -25% | -19% | 1%
- Cc1cc(CNC(=O)c2cccc([N+](=O)[O-])c2C)c2ccccc2n1
→ -2% | 12µM* | 10µM*
- CC1CCCCC1NC(=O)COc1ncnc2sccc12 (centres undefined)
→ -2% | 1% | 0%
- Cn1c(O)c(C2=c3ccccc3=NC2=O)sc1=Nc1ccc(Cl)cc1
→ 0% | u | 23µM*
- O=C(Nc1ccc2c3c(cccc13)CC2)c1ccccc1
→ x | u | u
- Cc1ccc(NC(=O)CSc2nnc(C)c(=O)[nH]2)cc1C
→ -2% | -6% | 13%
- Cc1ccc(N(CC(=O)NC(C)C)C(=O)CCC(=O)Nc2nccs2)cc1
→ -26% | 15% | u
- CCN1CCN(c2cc(C)c3cc(NC(=S)NCc4cccs4)ccc3n2)CC1
→ -10% | 21µM* | u
- CC(C)NC(=O)CSc1nc(N)c(NC(=O)c2ccccc2F)c(=O)[nH]1
→ -4% | 0% | 5%
- O=C(CSc1ccc2nnc(-c3cccnc3)n2n1)Nc1ccccc1
→ u | -13% | -1%
- O=C(Nc1ccc(S(=O)(=O)N2CCCC2)cc1)C1CC(=O)N(CCc2ccc(F)cc2)C1 (centres undefined)
→ -1% | u | -19%
- CCCn1c(N)c(N(CCOC)C(=O)c2ccc(N(C)S(=O)(=O)c3ccc(C)cc3)cc2)c(=O)[nH]c1=O
→ -1% | -83% | -10%
- COc1ccc(N2C(=O)C3CCCN3C2=S)cc1 (centres undefined)
→ -1% | u | -16%
- Cc1ccc(S(=O)(=O)N2CCN(CC(=O)Nc3ccc(N4CCOCC4)cc3)CC2)cc1C
→ -3% | -1% | -11%
- CC(C)(C)c1ccc(S(=O)(=O)N2CCC(CO)(CC3CCCCO3)CC2)cc1 (centres undefined)
→ 0% | u | u
- N/C(Cc1ccc([N+](=O)[O-])cc1)=N\OC(=O)CC1CCCCC1
→ -2% | u | u

# Screens as filed in PubChem.

# A portion of the library, so the mix of outcomes need not match the whole.
